Source: PubChem BioAssay
Vif-APOBEC3F blk: Vif-A3F binding inhibition; Potency, µM (highest dose often 46.1 µM), inactives show at the top dose activity, negative = active; 390,000 compounds, 0.2% hits; HeLa A3F-eYFP + Vif (tagged APOBEC3F with the HIV-1 protein that degrades it), YFP fluorescence increase; AID 602313; further: potency means the concentration at half of the fitted maximal effect; % of control where 0% means no effect; nearly all actives have a fitted effect of over 65% in size
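Fluorescence increase (Ex 488/Em 500-530) after overnight compound treatment at 37 deg C flags inhibition of Vif-driven A3F-eYFP loss in stable HeLa A3F-eYFP/Vif cells seeded overnight beforehand.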
RGS4 inhibitor: inhibitors of human regulator of G protein signaling 4; 390,000 compounds, 0.039% hits; P49798; Transcreener GDP fluorescence polarization, RGS4-accelerated GTP hydrolysis; Potency, µM (highest dose often 114 µM), for the others: top-dose activity change, negative = inhibition, hits mostly inhibitors; further: potency means the concentration at half of the fitted maximal effect; on the % scale 0 is the no-effect control and ±100 the full control effect; nearly all actives have a fitted effect of over 75% in size; some results filed as inactive show a strong effect at the top dose
Target sequence (P49798 whole entry, looked up): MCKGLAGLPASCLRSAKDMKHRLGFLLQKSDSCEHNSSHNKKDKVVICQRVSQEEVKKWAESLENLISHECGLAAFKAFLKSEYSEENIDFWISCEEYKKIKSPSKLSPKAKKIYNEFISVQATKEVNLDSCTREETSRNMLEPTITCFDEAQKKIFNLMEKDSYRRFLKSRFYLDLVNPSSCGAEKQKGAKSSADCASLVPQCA
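MLSMR compounds (23 nl, pin-transferred) preincubated 10 min at room temperature with a 500nM (2x) first reagent, then RGS4 at 900nM (2x) plus Transcreener GDP mix added; fluorescence polarization (620/688 nm) read before and after 90 min at 30 °C.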
Vif-APOBEC3G blk: inhibitors of Vif-APOBEC3G interaction | 410,000 compounds, 0.076% hits | Potency, µM (series often up to 46.1 µM), for inactives: at the top dose activity, negative = active, usual class: inhibitors | AID 602310 | HeLa A3G-eYFP + Vif (tagged APOBEC3G with the HIV-1 protein that degrades it), YFP fluorescence, overnight;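 further: potency means the concentration at half of the fitted maximal effect; on the % scale 0 is the no-effect control and ±100 the full control effect; nearly all actives have a fitted effect of over 60% in size; hits raise eYFP signal because A3G escapes Vif-driven loss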
Target sequence (Q9HC16 whole entry, looked up): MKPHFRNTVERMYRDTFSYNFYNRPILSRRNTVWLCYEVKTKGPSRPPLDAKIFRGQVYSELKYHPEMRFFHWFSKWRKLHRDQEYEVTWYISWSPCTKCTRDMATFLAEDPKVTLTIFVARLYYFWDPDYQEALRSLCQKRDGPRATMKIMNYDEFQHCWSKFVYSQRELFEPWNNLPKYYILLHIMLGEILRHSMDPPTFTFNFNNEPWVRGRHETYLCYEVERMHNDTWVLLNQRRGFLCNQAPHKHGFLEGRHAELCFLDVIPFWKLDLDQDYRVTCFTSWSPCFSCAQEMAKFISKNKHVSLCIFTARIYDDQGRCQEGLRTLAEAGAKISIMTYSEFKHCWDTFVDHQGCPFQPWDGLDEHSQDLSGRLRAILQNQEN
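Read-out is eYFP fluorescence (Ex 488/Em 500-530) from Vif-expressing HeLa A3G-eYFP cells; more signal means A3G escaped Vif-mediated degradation. Cells plated overnight, compound pinned in, incubated overnight at 37 deg C.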
TrxR1 substrate: is turned over as a substrate by rat TrxR1 | purified TrxR1 substrate turnover, NADPH consumption readout | Potency, µM (top dose mostly 114 µM), inactives show at the highest dose activity change, negative = substrate turnover | 390,000 compounds, 0.01% hits | AID 588456; further: potency means the concentration at half of the fitted maximal effect; on the % scale 0 is the no-effect control and ±100 the full control effect; nearly all actives have a fitted effect of over 50% in size
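Rat TrxR1, dispensed at 90 nM, was prereduced with 400 uM NADPH (final) for 5 min at ~22 deg C, then incubated with compound 15 min before 400 uM selenite. A first-read NADPH fluorescence drop versus no-compound background flagged substrates.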
Glioma ERSR ind: ER stress response induction in glioma; U87-MG GRP78 promoter luciferase reporter, 16 h; 420,000 compounds, 0.02% hits; AID 602332; Potency, µM, without a hit: at the highest dose activation, most hits filed as activators; further: potency means the concentration at half of the fitted maximal effect; series mostly up to about 76 µM; % of control where 0% means no effect; nearly all actives have a fitted effect of over 35% in size
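ERSR induction read as luciferase luminescence (Bright-Glo, 10 min at room temperature) in stably transfected human U87-MG glioma cells exposed to compounds for 16 h, using GRP78 as sensor.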
rTrxR1 inhibitor: blocks rat thioredoxin reductase 1; O89049; AID 588453; recombinant rTrxR1, NADPH fluorescence consumption, selenite substrate; Potency, µM (series often up to 114 µM), for the others: at the top dose activity change, negative = inhibition, actives largely listed as inhibitors; 390,000 compounds, 1% hits; further: potency means the concentration at half of the fitted maximal effect; on the % scale 0 is the no-effect control and ±100 the full control effect; nearly all actives have a fitted effect of over 65% in size
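Rat TrxR1 (90 nM in the dispensed reagent) was pre-reduced with 400 uM NADPH for 5 min at room temperature, then incubated with compound for 15 min. After 400 uM selenite was added, NADPH fluorescence (Ex 340/Em 450 nm) was followed for 8 min.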
LDHA block: blocks human lactate dehydrogenase A; P00338; activity change, % (values are at about 110 or 230 µM); purified LDHA, NADH/diaphorase-resazurin fluorescence; active compounds read low; 480,000 compounds, 0.15% hits; in the data active means activity change below about -30%; inconclusive means mostly about -25% to -30%;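 further: plate controls were DMSO wells for no effect and wells without enzyme for full effect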
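Human LDH5 (2 nM) was incubated with 0.06 mM NADH and 0.2 mM pyruvate for 5 min at room temperature in Tris pH 7.4. Remaining NADH was coupled through diaphorase/resazurin, and resorufin fluorescence was read at 0 and 20 min.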
USP1-UAF1 inh: blocks the human USP1/UAF1 deubiquitinase complex. O94782. recombinant USP1/UAF1, Ub-Rhodamine cleavage fluorescence. Potency, µM (highest dose often 57.1 µM), for inactives: at the highest dose activity change, negative = inhibition, usual class: inhibitors. 390,000 compounds, 0.23% hits. AID 743255; further: potency means the concentration at half of the fitted maximal effect; on the % scale 0 is the no-effect control and ±100 the full control effect; nearly all actives have a fitted effect of over 60% in size; inactives centre near -12
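In this screen, compounds sit with the deubiquitinase complex (1nM) for 15 min at room temperature before Ub-Rho is added at 150nM final. Fluorescence rise is then followed for 6 reads every 60 seconds.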
mIDH1 inhibitor: blocks human mutant IDH1 R132H enzyme; O75874; IDH1-R132H enzyme, NADPH consumption, diaphorase/resazurin fluorescence; Potency, µM (titrated, usually from 76.6 µM), inactives show at the top dose activity change, negative = inhibition, hits mostly inhibitors; 390,000 compounds, 0.093% hits; AID 602179; further: potency means the concentration at half of the fitted maximal effect; on the % scale 0 is the no-effect control and ±100 the full control effect; nearly all actives have a fitted effect of over 65% in size
Target sequence (O75874 whole entry R132H, stated change not applied): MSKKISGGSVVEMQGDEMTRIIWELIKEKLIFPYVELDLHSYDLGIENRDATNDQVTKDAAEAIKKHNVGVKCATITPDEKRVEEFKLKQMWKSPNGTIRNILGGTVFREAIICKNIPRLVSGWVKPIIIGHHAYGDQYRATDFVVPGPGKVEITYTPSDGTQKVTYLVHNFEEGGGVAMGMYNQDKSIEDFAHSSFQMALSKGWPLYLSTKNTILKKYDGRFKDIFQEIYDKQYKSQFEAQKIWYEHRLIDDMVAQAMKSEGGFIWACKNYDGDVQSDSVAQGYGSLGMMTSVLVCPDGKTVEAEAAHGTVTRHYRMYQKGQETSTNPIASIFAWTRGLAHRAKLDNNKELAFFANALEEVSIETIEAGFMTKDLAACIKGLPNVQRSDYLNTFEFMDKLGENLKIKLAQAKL
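IDH1-R132H (0.5 ug/mL) preincubated 30 min with compound, then NADPH (0.016 mM) and alpha-KG (2 mM) added; 80 min at RT, pH 7.5. Remaining NADPH coupled via diaphorase/resazurin to fluorescence (540/590 nm); concentration-response curves normalized to no-enzyme control.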
The depositor's hits bear a star; ? = inconclusive; . = no result given; [ ] = remark or other dose. Unless noted, the call rests on the fitted dose curve; in most records, active means well fitted curve in the direction sought with a large enough effect; inconclusive means small, poorly fitted or top-dose-only effect, or another doubt; inactive means no such curve, though single readings can be large; an effect the other way counts as inactive or inconclusive. A portion of the library (hit frequency here may not be typical).

SMILES,Vif-APOBEC3F blk,RGS4 inhibitor,Vif-APOBEC3G blk,TrxR1 substrate,Glioma ERSR ind,rTrxR1 inhibitor,LDHA block,USP1-UAF1 inh,mIDH1 inhibitor
Cc1cc(/C=C2\NC(=O)N(Cc3ccc(Cl)cc3)C2=O)c(C)n1C,1%,-31%,4%,-10%,0%,-29%,-2,-14%,1%
CN=C(c1ccccc1)c1c(C)cccc1C,-5%,-10%,-2%,-3%,-3%,-1%,-2,-16%,1%
C=CCNC(=S)Nc1c(N)n(C)c(=O)n(C)c1=O,-21%,0%,0%,2%,-6%,10%,0,0%,2%
Cc1nnc(NC(=O)CCSc2ccccc2)s1,-7%,13%,0%,8%[57.1 µM],-4%,15%[57.1 µM],-11,-11%,6%
O=C(N/N=C/c1c(O)ccc2ccccc12)c1ccc(CO)nc1,0%,-36%,-22%,-13%,-4%,6%,4,-23%,-5%
O=S(=O)(NCc1ccc(F)cc1)c1ccc(N2CCCCS2(=O)=O)cc1,0%,36%,3%,0%[57.1 µM],-4%,12%[57.1 µM],-6,4%,0%
COCC(=O)Nc1nnc(Cc2ccc(OC)cc2)s1,0%,33%,2%,-6%,-1%,-9%,-1,5%,-3%
CCCC#Cc1cnc2c(c1)C(=O)N([C@H](C)CO)C[C@@H](C)[C@H](CN(C)S(=O)(=O)c1cccc(OC)c1)O2,-9%,.,1%,.,-2%,.,3,-26%,18%
COc1ccccc1NS(=O)(=O)c1cc(C(=O)NCC(C)(C)N2CCOCC2)ccc1C,3%,-3%,2%,-3%[57.1 µM],1%,-6%[57.1 µM],-5,5%,5%
O=C(NCC1COc2ccccc2O1)c1cn(Cc2ccc(F)cc2)nn1 (stereo not drawn),1%,-1%,1%,-5%,-5%,2%,-2,6%,-6%
COc1ccc(NC(=O)c2ccc(S(=O)(=O)N3CCCCC3)cc2)c(OC)c1,0%,-15%,1%,-7%,-3%,-7%,-3,-15%,5%
C/C(CC(=O)Nc1cccc(F)c1)=N\NC(=O)c1ccncc1,3%,-2%,0%,7%,-3%,24%,-10,-19%,10%
Cc1nc(Cl)cc(N/N=C/c2ccc(O)cc2O)n1,8%,-22%,-11%,?,1%,-26%,-10,-11%,0%
CC(C)OC(=O)c1cccc(C(=O)OCc2ccco2)n1,-9%,4%,-29%,-2%,-13%,-14%,-12,-2%,3%
COc1ccccc1-c1nnc(SCC(=O)N2CCCC2)o1,1%,0%,-3%,3%,1%,10%,-7,-10%,27%
COc1cc2[nH]c(C(=O)N3CC(C)OC(C)C3)cc2c(OC)c1OC (stereo not drawn),7%,2%,1%,13%[57.1 µM],1%,16%[57.1 µM],2,-1%,9%
C/C(=N\NC(=O)c1cccc([N+](=O)[O-])c1)c1ccncc1,5%,-38%,-4%,3%,1%,9%[57.1 µM],-9,-14%,-1%
CCC1CCCCN1CCCNC(=O)c1ccc(CS(=O)(=O)Cc2ccccc2F)o1 (stereo not drawn),-1%,1%,1%,-7%,-2%,-2%,-3,2%,-1%
Cc1cc2c(cc1S(=O)(=O)Nc1ccc(C(C)C)cc1)OCCN2C,-5%,-1%,3%,12%,-1%,39%[11.4 µM],10,-11%,-8%
Cc1ccc(CS(=O)(=O)c2ncc(Cl)c(C(=O)Nc3nc4ccc(F)cc4s3)n2)cc1,0%,-4%,-3%,-3%,8%,?,-2,-22%,-10%
Nc1c(C(=O)NC2CCCC2)c2nc3ccccc3nc2n1/N=C/c1ccco1,-8%,13%,6%,17%,-2%,-8%,-9,-22%,-3%
COCCCNC(=O)c1oc2ccc(S(=O)(=O)N3CCOCC3)cc2c1C,2%,-45%,0%,-12%[57.1 µM],3%,20%[57.1 µM],-2,-13%,7%
CS(=O)(=O)c1ccc2nc(NC(=O)CN3CCN(Cc4ccccc4)CC3)sc2c1,-8%,1%,-5%,-1%,-3%,-3%,-7,-19%,-1%
Cn1cnc([N+](=O)[O-])c1Sc1nc(N)nc2c1ncn2Cc1ccccc1,7%,25%,3%,-8%,11%,6.3µM*,-5,-20%,5%
CCOc1cc(CNc2cccc3[nH]c(C)nc23)ccc1OC,-3%,-7%[56.9 µM],-2%,5%,-4%,7%,34,?,6%

Some of the entries so far, as labelled records:
compound: CC(C)OC(=O)c1cccc(C(=O)OCc2ccco2)n1
- Vif-APOBEC3F blk: -9%
- RGS4 inhibitor: 4%
- Vif-APOBEC3G blk: -29%
- TrxR1 substrate: -2%
- Glioma ERSR ind: -13%
- rTrxR1 inhibitor: -14%
- LDHA block: -12
- USP1-UAF1 inh: -2%
- mIDH1 inhibitor: 3%

compound: COc1ccccc1-c1nnc(SCC(=O)N2CCCC2)o1
- Vif-APOBEC3F blk: 1%
- RGS4 inhibitor: 0%
- Vif-APOBEC3G blk: -3%
- TrxR1 substrate: 3%
- Glioma ERSR ind: 1%
- rTrxR1 inhibitor: 10%
- LDHA block: -7
- USP1-UAF1 inh: -10%
- mIDH1 inhibitor: 27%

compound: COc1cc2[nH]c(C(=O)N3CC(C)OC(C)C3)cc2c(OC)c1OC (stereo not drawn)
- Vif-APOBEC3F blk: 7%
- RGS4 inhibitor: 2%
- Vif-APOBEC3G blk: 1%
- TrxR1 substrate: 13%[57.1 µM]
- Glioma ERSR ind: 1%
- rTrxR1 inhibitor: 16%[57.1 µM]
- LDHA block: 2
- USP1-UAF1 inh: -1%
- mIDH1 inhibitor: 9%

Following part
Sequence of screens: Vif-APOBEC3F blk, RGS4 inhibitor, Vif-APOBEC3G blk, TrxR1 substrate, Glioma ERSR ind, rTrxR1 inhibitor, LDHA block, USP1-UAF1 inh, mIDH1 inhibitor
CN(CCCNS(=O)(=O)c1cccc2cccnc12)Cc1ccccc1
 : 0%, 4%, 0%, 4%, 0%, 10%, -4, -23%, 1%
CC(C)c1ccc(NC(=O)c2cc(S(=O)(=O)NCC3COc4ccccc4O3)ccc2F)cc1 (stereo not drawn)
 : -29%, -1%, -9%, -12%, 2%, 1%, -1, -14%, 5%
Cc1cccc(C(=O)N2CCc3cc(CNC(=O)Cc4ccc(F)cc4)ccc32)c1
 : 4%, 11%, -7%, -5%[57.1 µM], -8%, 5%[57.1 µM], -11, ?, 0%
CC(=O)c1ccc(S(=O)(=O)N(C)CCCC(=O)N(C)Cc2c(F)cccc2Cl)cc1
 : 4%, -7%, -1%, -4%, -4%, 11%, -3, -10%, 9%
O=P1(Nn2cnnc2)C=C(c2ccccc2)OC(c2ccccc2)=C1
 : 1%, -11%, -4%, -4%, -1%, 13%, -7, -8%, 1%
Cc1cccc(OCC(=O)Nc2ccc(S(=O)(=O)N(Cc3ccccc3)c3ccccc3)cc2)c1
 : 2%, -7%, 2%, -1%, -1%, 32%, -4, -2%, -7%
NC1=NC2(CCCCC2)N(c2ccc(F)cc2F)C(N)=N1
 : -16%, 21%, -1%, 4%[57.1 µM], -4%, 10%[57.1 µM], -18, 5%, -3%
Cc1nc2nc(SCC(=O)NCCc3ccccc3)nn2c(C)c1Cc1c(F)cccc1Cl
 : -6%, -25%, -1%, 12%, -1%, 24%, -1, -12%, -5%
Cc1ccc(CN2CCSc3ccc(C(=O)Nc4cc(C)cc(C)c4)cc32)cc1
 : 0%, -13%, 1%, 144%[activator], -2%, 68%[activator], 0, ?, -16%
CCc1ccc(NC(=O)NCCN2CCCCC2)cc1
 : 0%, -7%, -3%, 0%, 5%, 8%, -17, -16%, -3%
CCc1ccc(NC(=O)Cn2c(=O)n(-c3cc(OC)c(OC)c(OC)c3)c(=O)c3ccccc32)cc1
 : -11%, -7%, -2%, 9%, -4%, 24%, 1, -15%, 21%
CC1=NN(c2nc(C)cc(C)n2)C(=O)C1CCC(C)C (stereo not drawn)
 : -2%, 9%, -1%, 4%[57.1 µM], 3%, -12%, 1, 4%, 3%
O=C(CSc1ccccn1)Nc1ccc2c(c1)OCO2
 : 7%, -17%, -4%, 0%[57.1 µM], -2%, 10%[57.1 µM], 9, -13%, 13%
COCCCNC(=O)c1c(NC(=O)C2COc3ccccc3O2)sc2c1CCCC2 (stereo not drawn)
 : 0%, -5%[11.4 µM], -1%, 1%, -7%, -4%, -8, -14%, 6%
CCN(CC)CCNC(=O)C(=O)Nc1cc2c3c(c1)CCC(=O)N3CCC2
 : 0%, -9%, 3%, 1%, -2%, 9%, 1, -25%, 0%
O=C(Cc1cccc2ccccc12)Nc1ccccc1
 : -4%, 20%, 4%, -3%, -1%, 13%, -3, -10%, 1%
Cc1cc(N2CC(=O)N(CCc3ccccc3)C(=O)C2)n2ncnc2n1
 : 6%, -23%, 1%, 5%[57.1 µM], 0%, 13%[57.1 µM], -4, 3%, 6%
